Hck Nef HTS – blocks Nef-activated human Hck kinase; P08631; inhibition, % at 20 µM; 220,000 compounds, 0.68% hits; Recombinant Hck-YEEI plus Nef, Z-Lyte FRET kinase assay;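 active = Hck-Nef kinase inhibition above about 50%, limit read from the data; inactive = inhibition below that limit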;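 also: 0% = DMSO with Hck plus Nef and 100% = Hck alone without Nef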
Runt-SMMHC FRET – inhibitors of human RUNX1 Runt domain binding to CBFb-SMMHC; Q01196+Q13951; Cerulean-Runt/Venus-CBFb-SMMHC FRET ratio 530/480, 1 h; inhibition, % at 20 µM; 220,000 compounds, 0.74% hits; AID 1434;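 active = mean inhibition across duplicate retests at 20 µM reaching about 50%, limit read from the data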;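 also: 0% = DMSO wells and 100% = wells with excess untagged CBFb-SMMHC; inhibitors lower the FRET ratio by blocking Runt binding to CBFb-SMMHC; some results filed as inactive read as strong as hits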
MDM2 E3 inh – blocks human Mdm2 ubiquitin ligase activity; Q00987; cell-based MDM2 ubiquitination luciferase reporter, 2 h; 0 = plate control, 100 = twice control, blank-subtracted; signal enhancement, % at 5 µM; 210,000 compounds, 0.11% hits;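 active = signal enhancement of 30% or more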;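 also: luminescence tracks abundance of the self-degrading MDM2-luciferase fusion protein; higher signal means inhibition of MDM2 E3 ligase activity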
Target sequence (Q00987 whole entry, looked up, the tested form may be a part): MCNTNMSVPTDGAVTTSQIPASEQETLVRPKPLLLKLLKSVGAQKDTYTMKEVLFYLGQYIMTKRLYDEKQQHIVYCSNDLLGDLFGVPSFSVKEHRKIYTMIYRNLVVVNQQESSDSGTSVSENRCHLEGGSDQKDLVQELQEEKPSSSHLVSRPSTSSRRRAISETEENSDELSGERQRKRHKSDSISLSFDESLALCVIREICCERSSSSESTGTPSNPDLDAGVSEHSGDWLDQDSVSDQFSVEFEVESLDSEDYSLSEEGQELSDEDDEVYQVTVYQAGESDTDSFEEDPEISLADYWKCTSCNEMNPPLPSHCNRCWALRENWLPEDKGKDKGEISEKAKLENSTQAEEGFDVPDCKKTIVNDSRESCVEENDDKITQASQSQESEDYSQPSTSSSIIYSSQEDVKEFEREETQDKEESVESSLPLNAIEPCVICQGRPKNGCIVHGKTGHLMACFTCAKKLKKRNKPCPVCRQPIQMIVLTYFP
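Assay system: stable mammalian line carrying autodegrading MDM2–luciferase fusion reporter; Input: 2000 cells in each well; Compound dosing: single-point 5 µM; Schedule: 2 h compound exposure at 37 °C; Signal: SteadyLite luciferase luminescence after 15 min room-temperature reagent incubation; Evaluation: % luminescence enhancement versus blank-corrected plate control mean; Benchmarks: plate controls and plate blanks.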
EBV gp42 inh – EBV gp42 inhibition; Q1HVG2; Fluorescence polarization binding assay, mP read-out; inhibition, % (tested at 21.74 µM); 220,000 compounds, 0.42% hits; in the data active = inhibition above about 50%
Target sequence (Q1HVG2 whole entry, looked up): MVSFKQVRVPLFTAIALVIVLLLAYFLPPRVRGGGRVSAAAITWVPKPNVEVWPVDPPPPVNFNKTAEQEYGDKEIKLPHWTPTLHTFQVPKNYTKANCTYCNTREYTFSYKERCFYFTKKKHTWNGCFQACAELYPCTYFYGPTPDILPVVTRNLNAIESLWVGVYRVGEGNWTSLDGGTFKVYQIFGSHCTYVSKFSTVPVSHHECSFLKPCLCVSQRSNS
NCF1 inh – inhibitors of human p47phox binding; P14598; p47phox/p22phox peptide binding, fluorescence polarization, 2 h; inhibition, % at 24.7 µM; 220,000 compounds, 0.53% hits;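 active = inhibition above about 30%, limit read from the data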;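 also: 0% = p47phox with labelled peptide and 100% = labelled peptide alone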
zVAD death inh – blocks zVAD induced death of L929 cells | AID 1377 | L929 zVAD necroptosis rescue, ATP luminescence, 24 h; with zVAD 60 µM | viability rescue, % at 10 µM | 220,000 compounds, 0.38% hits;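 active = activation, scaled between plate controls, above about 75%, limit read from the data; inactive = activation under that limit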;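 also: 0% = zVAD with DMSO and 100% = DMSO alone without zVAD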
14-3-3 Bad PPI – disrupts binding of bovine 14-3-3 zeta to phospho-Bad peptide. TR-FRET 14-3-3zeta/Dy647-pBad peptide displacement, 1 h. 220,000 compounds, 0.71% hits. AID 781. inhibition, % at 21.7 µM;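 active = inhibition above about 70%, limit read from the data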;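 also: 0% = full 14-3-3 plus peptide FRET controls and 100% = background without 14-3-3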
Target sequence (P63103 whole entry, looked up): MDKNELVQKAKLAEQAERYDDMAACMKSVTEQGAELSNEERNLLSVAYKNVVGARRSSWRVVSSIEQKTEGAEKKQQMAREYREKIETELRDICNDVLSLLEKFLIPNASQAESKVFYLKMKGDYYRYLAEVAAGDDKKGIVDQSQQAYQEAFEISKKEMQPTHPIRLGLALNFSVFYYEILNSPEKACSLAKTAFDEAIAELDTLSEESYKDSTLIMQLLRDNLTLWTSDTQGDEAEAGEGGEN
Runt-CBFb FRET – inhibitors of human RUNX1 Runt domain binding to CBFb; Q01196+Q13951; Cerulean-Runt/Venus-CBFb FRET ratio 530/480, 1 h; inhibition, % at 20 µM; 220,000 compounds, 0.46% hits; AID 1496;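 active = inhibition over about 50% at 20 µM in the single-dose screen, limit read from the data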;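 also: 0% = DMSO wells and 100% = excess unlabeled CBFb competitor control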
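Schedule: protein complex preformed 1 h, compound exposure 1 h, room temperature, dark; test system: Cerulean-labeled Runt domain protein; amount: 100 nM per protein; buffer or medium: Tris 50 mM pH 7.5, KCl, K2SO4, 0.01% BSA; read-out: loss of energy transfer signal; detection: FRET fluorescence; controls: 5 µM unlabeled CBFb as full-inhibition high control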
Tb hexokinase – T. brucei hexokinase 1 inhibition. recombinant TbHK1, G6PDH-coupled NADH A340. inhibition, % at 10 µM. 220,000 compounds, 0.11% hits. AID 1430;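 active = inhibition of 50% or more in the single-dose primary screen; inactive = inhibition below 50%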
Starred values were filed as active, the others as inactive; · = not tested or not shown; [ ] = another dose, or the depositor's remark. Rows were taken by chance; any-hit rate near 3.2%.

SMILES	Hck Nef HTS	Runt-SMMHC FRET	MDM2 E3 inh	EBV gp42 inh	NCF1 inh	zVAD death inh	14-3-3 Bad PPI	Runt-CBFb FRET	Tb hexokinase
O=C(NC(=S)N1CCN(Cc2ccc3c(c2)OCO3)CC1)c1ccc(Cl)cc1	-1.0	3.3	-12.6	0.8	-4.3	-0.1	2.1	2.5	-2.7
CCOC(=O)CSc1nc2ccccc2c(=O)n1CCC(=O)NCCc1ccc(OC)c(OC)c1	15.2	-0.5	-6.0	-15.5	12.1	-0.2	15.1	-2.6	-9.2
COc1ccc(/C=C/C(=O)Nc2sc3c(c2C(=O)NCc2cccnc2)CCCC3)cc1	11.5	-26.8	-13.9	-1.2	-9.4	-0.1	16.5[fluorescence artefact?]	-18.6	-23.0
Cc1ccc2sc(NNC(=O)c3ccc4c(c3)OCCO4)nc2c1C	-1.9	26.3	·	0.7	2.4	·	6.9[fluorescence artefact?]	37.5	3.6
Cc1sc(NC(=S)NC(=O)c2cccs2)nc1-c1ccc(C(C)C)cc1	0.2	1.7	-16.1	-18.9	0.3	0.3	-4.4	4.7	-9.9
Cn1cc(CNC(=O)COc2ccc(Cl)cc2Cl)cn1	-0.8	0.7	15.8	-17.2	-11.1	-0.1	1.1	2.8	-5.0
CCOc1ccc(NC(=O)CS(=O)(=O)c2cn(CC)c3ccccc23)cc1	2.4	-3.7	-10.1	-2.6	-1.6	3.2	0.6	-0.7	5.0
N#C/C(=C\Nc1ccccn1)S(=O)(=O)c1ccc(Cl)cc1	6.6	9.4	-8.0	-7.2	4.6	-1.0	-2.2	2.2	-5.7
Cc1nnn(C23CC4CC(CC(CC(=O)Nc5ccc(C)c(C)c5)(C4)C2)C3)n1	5.1	0.0	12.4	1.0	-15.7	31.1	-13.6[fluorescence artefact?]	0.2	35.6
O=C(C1CC1)N1CCc2cc(S(=O)(=O)N3CCCc4ccccc43)ccc21	1.3	-2.8	-9.5	14.6	-4.1	4.5	4.9	0.5	-3.0
O=C(C1CCN(c2nnc(-n3cccc3)s2)CC1)N1CCc2ccccc2C1	21.5	-1.2	-13.5	-23.3	-8.2	0.8	16.8	-3.8	7.6
O[C@@H]1C2CCCC1[C@]1(O)CCCCC1C2 (some centres not stated)	0.5	0.3	-20.2	·	·	0.2	·	1.2	-4.0
COc1ccccc1C1CCN(C(=S)Nc2ccc(Br)cc2)CC1	-19.1	1.3	-8.8	-7.2	-6.7	0.0	-2.3	1.4	-2.2
Cc1oc2cc(O)cc(C)c2c(=O)c1-c1cnn(-c2ccccc2)c1	22.4	0.9	-9.8	-21.6	14.9	-0.4	59.2[fluorescence artefact?]	1.9	-12.1
COC(=O)CN1C(CN2CCOCC2)=Nc2ccc(Br)cc2C1c1ccccc1 (configuration not stated)	12.6	-2.5	-13.8	3.5	5.0	-0.1	2.4	-4.1	-24.8
Cn1c(Cn2c(=O)sc3ccccc32)nnc1SCC(=O)Nc1ccc(Cl)cc1	-0.7	3.9	-10.0	-20.7	-9.1	1.1	17.7	-2.6	2.7
COc1ccc(-n2c(SCC(=O)N3CCCCC3C)nnc2-c2cccnc2)cc1 (configuration not stated)	1.1	-0.6	3.1	-0.6	2.5	-0.1	7.0	2.5	2.4
Clc1ccc(C2CC(c3cccs3)n3ncnc3N2)c(Cl)c1 (configuration not stated)	10.2	-0.8	1.3	-13.8	-2.2	-0.4	-1.0	-1.1	3.5
S=C1Cc2ccccc2N1	-17.1	9.7	-6.1	-14.7	6.2	51.8	10.9	50.6*	-6.0
Cc1cccc(NC(=O)c2c(O)c3cccc4c3n(c2=O)CCC4)n1	0.7	-1.7	-17.7	-15.7	-15.0	0.8	-5.4	-1.1	22.7
O=C(O)COc1ccc(S(=O)(=O)c2ccc(OCC(=O)O)cc2)cc1	0.3	-4.8	-17.6	-9.8	34.9*	-0.1	14.5	-1.1	1.6
Cc1nn(C)c(C(=O)NNC(=S)NC2CCCCC2)c1Cl	8.2	-1.7	8.8	2.1	-5.0	1.3	-4.0	0.2	2.5
CC1(C)CC(=O)c2cnc3c(C#N)cnn3c2C1	-6.5	-2.0	-10.5	2.6	-5.5	2.0	-0.9	-0.3	-4.6
COc1c(F)c(F)c(C(=O)O)c(Nc2cccc(C)c2)c1F	11.9	-0.5	-15.4	-9.4	-6.2	1.0	-3.4	3.2	-3.4
C=CCNC(=O)c1onc(CSc2ccccn2)c1C(=O)NCC=C	20.6	0.0	-11.8	-20.6	-6.7	-0.7	0.5	1.4	-5.8
COc1ccc(CCN2C(=O)CC(N3CCN(C/C=C/c4ccccc4)CC3)C2=O)cc1OC (configuration not stated)	11.6	1.1	-6.7	-7.9	-0.7	-1.0	6.4	-0.6	-5.8
O=C(COc1ccc(N2CC(C(=O)O)CC2=O)cc1)Nc1cccc(C(F)(F)F)c1 (configuration not stated)	-4.6	2.7	-0.6	-10.6	-5.5	0.7	0.7	0.9	-0.7
CCOc1ccc(S(=O)(=O)NCc2ccc(C)cc2)c2cccnc12	-1.3	-6.4	-1.7	-6.5	-11.0	·	0.0	-2.6	-3.8
CC(=O)NC1C(Oc2ccc(C)cc2)OC2COC(c3ccco3)OC2C1O (configuration not stated)	1.5	-2.2	-11.1	7.9	2.5	1.4	-20.8	-1.0	32.6
Cc1ccc(NC(=O)COC(=O)c2cc(Cl)ccc2Cl)c(Br)c1	5.2	-3.7	-1.6	2.6	-7.5	2.4	-21.7	-0.6	-2.3
CCc1sc(C(C2C(=O)CC(C)(C)CC2=O)C2C(=O)CC(C)(C)CC2=O)cc1[N+](=O)[O-]	15.6	28.3	-17.1	7.3	7.1	1.4	-4.2	27.3	-3.9
COC(=O)c1ccc(N=Cc2c(-c3ccccc3)[nH][nH]c2=O)cc1	14.5	-1.9	-20.7	0.3	0.8	4.0	-7.5	1.0	-9.7
O=C(Nc1cccc(S(=O)(=O)NC2=NCCC2)c1)C1CCC1	24.9	1.9	-5.0	-11.8	-15.4	-0.5	-12.0	0.2	-3.9
CC1=C/C(=C/N(C)c2ccccc2)C(=O)S1	-0.1	11.8	·	6.3	-10.3	-0.1	9.7	21.5	-2.8
COc1ccc(S(=O)(=O)Cc2ccc(C(=O)N3CCN(c4cccc(C)c4)C(C)C3)o2)cc1 (configuration not stated)	6.9	-2.4	-6.2	-9.2	-19.8	1.4	-4.3	-4.2	-6.0
COCCNC(=O)Cn1cc2c(n1)CCCCC2	0.8	-1.2	-22.6	-13.8	2.3	2.0	6.8[fluorescence artefact?]	3.1	-1.0
COc1cc(/C=N/N2C(=O)c3ccccc3C2=O)ccc1O	0.6	1.2	-13.5	-9.8	19.6	0.0	2.9	-3.5	-36.3
O=S(=O)(/C=C/c1ccccc1)Nc1ccc2c(c1)OCO2	10.9	6.1	-12.6	-7.1	-13.7	-0.7	-3.5	4.0	8.6
CCCn1c(SCC(=O)NC(=O)Nc2ccc(C)cc2C)n[nH]c1=O	-0.2	-3.4	-17.9	10.3	-4.4	2.4	3.8	2.6	3.6
CSc1cccc(NC(=O)C(C)NS(=O)(=O)c2ccc(F)cc2)c1 (configuration not stated)	1.9	-2.0	-9.8	-14.1	-9.1	0.0	5.2[fluorescence artefact?]	1.3	-6.7
CCOc1ccc(CN(C)CCc2ccccn2)cc1	20.8	4.8	2.1	3.2	4.9	-0.6	53.1	-0.9	3.8
COc1ccc(OC)c(C2=NOC(C(=O)N3CCN(c4ccccc4)CC3)C2)c1 (configuration not stated)	0.8	0.9	-2.4	-17.9	-3.5	-0.1	0.5	1.1	-7.2
O=C(NCc1ccccc1)c1ccc(Oc2ccc(C(=O)NCc3ccccc3)cc2)cc1	2.8	-1.7	2.0	-3.4	-6.0	1.3	-7.9	-0.7	1.2
c1ccc(-c2nnc3n2CCCC3)cc1	-0.2	4.1	11.7	-14.2	3.4	0.2	0.3	-0.9	5.6
c1ccc2c(c1)oc1c(NCCCn3ccnc3)ncnc12	-0.3	-0.7	-3.5	-6.5	-1.6	-0.4	36.0	-2.1	3.7
CCOC(=O)Cc1c(C)nc2c(-c3ccccc3OC)c(C)nn2c1C	-0.1	1.9	-16.2	2.3	5.1	-0.2	-12.3	-2.4	-4.9
Cc1cccc(NC(=S)/N=C(\N)Nc2nc(C)c3ccc(C)cc3n2)c1	-0.1	-9.9	-9.0	-7.9	-12.2	0.3	-12.2	-4.1	-21.4
NCC(O)CN(c1ccccc1)c1ccccc1 (configuration not stated)	14.5	-5.2	-10.1	-23.0	4.9	0.4	-11.6	-1.4	-2.5
CC(C)(C)NC(=O)CN(C(=O)CS(=O)CC(=O)Nc1ccc(F)cc1)c1cccc(F)c1 (configuration not stated)	19.3	0.5	1.0	-4.3	-5.0	3.2	-2.0	0.5	-6.4

Among those listed so far, 6 contain an aryl thioether with sulfur outside any ring:
SMILES	Hck Nef HTS	Runt-SMMHC FRET	MDM2 E3 inh	EBV gp42 inh	NCF1 inh	zVAD death inh	14-3-3 Bad PPI	Runt-CBFb FRET	Tb hexokinase
CCOC(=O)CSc1nc2ccccc2c(=O)n1CCC(=O)NCCc1ccc(OC)c(OC)c1	15.2	-0.5	-6.0	-15.5	12.1	-0.2	15.1	-2.6	-9.2
Cn1c(Cn2c(=O)sc3ccccc32)nnc1SCC(=O)Nc1ccc(Cl)cc1	-0.7	3.9	-10.0	-20.7	-9.1	1.1	17.7	-2.6	2.7
COc1ccc(-n2c(SCC(=O)N3CCCCC3C)nnc2-c2cccnc2)cc1 (configuration not stated)	1.1	-0.6	3.1	-0.6	2.5	-0.1	7.0	2.5	2.4
C=CCNC(=O)c1onc(CSc2ccccn2)c1C(=O)NCC=C	20.6	0.0	-11.8	-20.6	-6.7	-0.7	0.5	1.4	-5.8
CCCn1c(SCC(=O)NC(=O)Nc2ccc(C)cc2C)n[nH]c1=O	-0.2	-3.4	-17.9	10.3	-4.4	2.4	3.8	2.6	3.6
CSc1cccc(NC(=O)C(C)NS(=O)(=O)c2ccc(F)cc2)c1 (configuration not stated)	1.9	-2.0	-9.8	-14.1	-9.1	0.0	5.2[fluorescence artefact?]	1.3	-6.7

Compound activity as filed in PubChem BioAssay.
